Compound activity deposited in PubChem BioAssay by Broad Institute.
PAX8 reporter: lowers PAX8-driven luciferase in RMG-I cells; 1.2% of 360,000 active; inhibition, % at 12.6 µM; RMG-I TPO-luciferase reporter, SteadyGlo, 24 h;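 active means mean replicate inhibition at least 60% with every replicate also reaching 60%; inconclusive means only one of the two criteria is met; inactive means mean below 60% and not all replicates reaching 60%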;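 further: luciferase light reporting Pax8 driven TPO promoter activity; plate controls were median of neutral control wells for no effect and mitoxantrone controls for full effect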
PGC1a acetyl inh: PGC1a acetylation modulation, inhibitor mode. U2OS PGC1a acetylation, AlphaScreen anti-acetyl-lysine; with virally co-expressed GCN5 acetyltransferase. inhibition, % at 15.6 µM. 0.17% of 350,000 active;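 active means every replicate shows inhibition of at least 40%; inconclusive means mean inhibition at least 40% but some replicate below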;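 further: 0% = neutral control wells and 100% = positive control wells; some results beyond the cut were filed as inactive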
C2C12 statin: protects C2C12 myotubes from simvastatin toxicity | ATP luminescence, 48 h; scaled: DMSO 0, geranylgeraniol control 100 | 0.78% of 330,000 active | AID 602340 | rescue of ATP level, % at 7.49 µM;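 active means mean ATP rescue above about 67%, or every replicate alone reaching that limit, limit read from the data, passing the limit was not always enough; inconclusive means no clear call, values can overlap the other calls; inactive means mean under the limit and some replicate under it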;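 further: myotubes were challenged with 10 µM simvastatin during compound exposure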
Cneo AK release: causes C. neoformans cell lysis; adenylate kinase release luminescence, 4 h; normalised: neutral wells 0, clomiphene wells 100; lysis activity, % at 15 µM; 0.2% of 360,000 active;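 active means mean lysis activity across replicates of at least 80%, whatever share of replicates individually reach that level; inactive means mean lysis activity below 80%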
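Signal: Adenylate kinase release luminescence | Assay system: Log-phase Cryptococcus neoformans yeast cells | Input: Cells at 5 × 10^6 per mL | Buffer or medium: Fresh YPD growth medium | Compound: Single dose | Schedule: Static 4 h at 37 °C with compound, 1 h detection | Controls: Clomiphene | Read-out: Luminescence rise reflecting yeast cell lysis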
ARNT-TACC3 inh: disruptors of human ARNT/TACC3 interaction | Q9Y6A5 | AlphaScreen His-ARNT PAS-B/GST-TACC3 binding, luminescence; TACC3 fragment carries E629A point mutation | inhibition, % at 9.99 µM | 0.66% of 390,000 active;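 active means mean inhibition of replicates at least 50% and at least half of replicates each reaching 50%; inconclusive means half or more replicates reach 50% but mean below 50%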;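 further: 0% = complete ARNT plus TACC3 wells and 100% = ARNT alone without TACC3; many hits fall short of the cut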
PglD DTNB: blocks C. jejuni PglD acetyltransferase activity | 0.098% of 360,000 active | AID 602405 | inhibition, % at 12.5 µM | purified PglD enzyme, DTNB colorimetric CoA detection; in the data active means inhibition above about 16%, passing the limit was not always enough; inconclusive means no clear call, values can overlap the other calls; further: strong numbers were not always called active
INS-1E GSIS act: primary screen for activators of insulin secretion dependent on glucose, INS-1E cells, GLuc reporter luminescence; INS-1E GLuc reporter insulin secretion, 2-3 h; activation, % at 16.6 µM; 0.61% of 370,000 active; AID 743287;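 active means lowest replicate activation of at least 40%, so every replicate reaches that level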;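 further: 0% = median of neutral control wells and 100% = median of IBMX positive control wells; some compounds called inactive have numbers as strong as hits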
LGR2 antag: Drosophila LGR2 receptor signaling inhibition | 0.35% of 380,000 active | inhibition, % at 9.99 µM | AID 720647 | HEK293 LGR2, CRE-luciferase, bursicon-stimulated, 4 h;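 active means drop in luminescence signal, shown as inhibition above about 50% in the replicate tests, limit read from the data, passing the limit was not always enough; inconclusive means probably only some replicates passing the limit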;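 further: agonist challenge used bursicon conditioned medium at about half maximal strength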
Numbers without * were called inactive; ? = inconclusive; . = not tested or not shown; & = joins results of further samples.

SMILES	PAX8 reporter	PGC1a acetyl inh	C2C12 statin	Cneo AK release	ARNT-TACC3 inh	PglD DTNB	INS-1E GSIS act	LGR2 antag
Cc1ccc(S(=O)(=O)N2CCN(C(=O)c3cc(=O)[nH]c4ccccc34)CC2)c(C)c1	4	-17	-9	0	2	.	-6	.
COCc1cc(C)nc(SCC(=O)NC2CCCCC2C)c1C#N (configuration not stated)	-6	7	7	3	0	2	23	-4
O=C1CC(C(=O)Nc2ccccc2)N=C(N2CCOCC2)N1 (configuration not stated)	.	-1	9	2	-2	-5	.	.
Cc1nnc(NN2CCOCC2)[nH]c1=O	-9	3	.	13	.	4	6	13
COc1cc(OC)cc(-c2c(-c3cccs3)c3cc(-c4ccn[nH]4)ccc3n2C)c1	8	-4	2	-1	5	2	1	-2
C#Cc1cccc(NC(=O)c2ccc3c(c2)C(=O)N(Cc2cccnc2)C3=O)c1	6	.	0	6	-6	-1	-7	-4
O=C(N1CCOCC1)N1CCN(S(=O)(=O)N2CCCCC2)CC1	.	3	7	-3	-1	2	.	.
CC1CCCCN1C(=O)N[C@@H](Cc1ccccc1)C(=O)O (some centres not stated)	.	0	4	-1	-5	-1	.	.
Cc1ccc2c(c1)N(C(=O)NC1CCCCC1)C(C)(C)CC2C (configuration not stated)	.	2	1	2	-1	-1	-2	-7
CC(=O)N1C[C@H]2CON(C)[C@H]2C[C@H]1c1cccc(N2CCOCC2)c1	8	-2	-4	0	.	-10	-10	-8
Cn1ncc([N+](=O)[O-])c1C(=O)Nc1cc(Cl)ccc1Cl	2	4	8	2	.	-1	4	-1
N#CCCN(C(=O)COC(=O)C1CCN(S(=O)(=O)c2ccccc2C(F)(F)F)CC1)c1ccccc1	3	10	9	2	3	-3	-17	3
Cc1c(O)nc(SC2CC(=O)N(c3ccccc3)C2=O)[nH]c1=O (configuration not stated)	5	.	.	-2	14	-2	18	.
CC(=O)Nc1nonc1-c1ccccc1	-16	6	-5	11	-4	2	.	.
FC(F)(F)c1cccc(-c2nn[nH]n2)c1	-11	1	.	.	-11	.	10	-4
CCOc1ccc(CC(=O)N2CCN=C2SC)cc1	-3	.	.	.	-2	.	-4	4
CCC(C(=O)OCC(=O)N1CCN(S(=O)(=O)c2ccc(C)cc2C)CC1)c1ccccc1 (configuration not stated)	7	2	6	-3	.	-1	-49	6
O=C(O)c1cc(Nc2cc(Cl)c3nonc3c2[N+](=O)[O-])ccc1O	15	17	1	-2	19	2	-16	-2
O=C(CSc1nnc(-c2ccccc2O)o1)Oc1ccc(Br)cc1	.	7	3	-1	-3	-6	-2	8
CCN(CC)c1ccc2cc(C#N)c(=O)oc2c1	11	-4	.	.	.	.	2	-6
COc1ccc(CCNC(=O)COc2cc(=O)n(C)c3ccccc23)cc1OC	-1	.	.	.	-2	.	44	5
C[C@H]1CN([C@@H](C)CO)C(=O)c2cccc(NC(=O)Nc3ccc(C(F)(F)F)cc3)c2O[C@@H]1CN(C)C	-35	-3	-18	-10	-1	5	-17	-29
O=C(O)c1cccnc1SCc1cn2cc(Cl)ccc2n1	4	5	-5	-1	-2	4	40	15
Cc1ccc2oc(-c3cc(NC(=O)c4ncn[nH]4)ccc3O)nc2c1	-15	20	8	-1	12	3	-7	0
Cc1cnc(NC(=O)CSc2nnc(-c3cccs3)n2C)s1	6	-15	-3	4	-3	3	.	.
CNC[C@@H]1Oc2ccc(NC(=O)Nc3ccccc3)cc2CC(=O)N([C@H](C)CO)C[C@@H]1C	-22	4	-2	1	0	3	11	2
CCOC(=O)N1CCC(NC(=O)c2ccc3c(=O)n4c(nc3c2)CCCC4)CC1	2	-6	3	1	-2	-3	.	.
CCN(CC)c1ncc(C#N)c(N)n1	15	13	.	0	.	0	10	10
COc1ccc(NC(=O)Nc2ccc3c(c2)CC(=O)N([C@H](C)CO)C[C@@H](C)[C@@H](CN(C)C(=O)Nc2cccc4ccccc24)O3)cc1	-2	-1	-13	2	6	2	-1	-7
COc1ccc(CN(C)C[C@H]2Oc3ccc(NS(=O)(=O)c4ccc(OC)cc4)cc3CC(=O)N([C@H](C)CO)C[C@H]2C)cc1	.	-9	44	0	12	2	-4	-12
NC(=O)C1=C[C@@H](c2ccc(C(F)(F)F)cc2)C[C@@H](OCCCCO)O1	7&-2	-13	-7	4&-3	-1	5	-32	0
CCOC(=O)C1=C(C)NC2=C(C(=O)CC(c3cccs3)C2)C1c1cccs1 (configuration not stated)	.	-28	38	3	-5	6	.	.
COCCCNC(=S)Nc1ccc(C)cc1	2	-1	2	.	-2	.	.	.
Cc1ccc(-n2c(=O)c3sccc3n(CC(=O)N3CCCC3)c2=O)cc1	.	-6	-1	3	-5	-1	6	21
NC(=O)c1c(NC(NC(=O)c2ccco2)C(=O)c2ccc(Cl)cc2)sc2c1CCCC2 (configuration not stated)	.	-6	20	4	7	-1	.	.
CN1c2ccc(Br)cc2[C@@H]2[C@@H](CCN2C(=O)Cc2cccnc2)[C@@H]1CO	-16	3	16	90*	8	-3	3	13
COc1ccc(S(=O)(=O)N(C)C[C@@H]2OCc3ccccc3-c3ccccc3C(=O)N([C@H](C)CO)C[C@H]2C)cc1	.	-5	.	5	3	2	-9	5
CCN(CC)C(=O)[C@H]1C[C@H](CC(=O)NC/C=C(\C)CCC=C(C)C)C(=O)N2CCc3c([nH]c4cc(CCC(=O)N(C)C)ccc34)[C@]12C	.	-28	-37	0	2	-2	.	.
O=C(C[C@H]1CC[C@H](NC(=O)C2CCC2)[C@@H](CO)O1)NCC1CC1	-3	?	1	-4	1	-3	5	5
Cn1ncc2c(Nc3cccc(Cl)c3)nc(Nc3cccc(Cl)c3)nc21	-3	.	-30	-2	4	-8	12	-1
COc1cccc(NC(=O)CCC2CCN(C(=O)Cc3cccc(F)c3)CC2)c1	2	.	.	-4	8	7	6	23
COc1ccc(S(=O)(=O)N(C)C[C@@H]2Oc3ccc(NC(=O)Nc4ccc5c(c4)OCO5)cc3CC(=O)N([C@H](C)CO)C[C@@H]2C)cc1	-16	-4	-127	1	0	-4	-18	-10
C[C@@H]1CN([C@@H](C)CO)C(=O)Cc2cc(NC(=O)CCN3CCOCC3)ccc2O[C@H]1CN(C)S(=O)(=O)c1cccs1	-16	-2	3	-1	.	2	4	17
CC(=O)Nc1ccc(NC(=O)c2ccc(NS(=O)(=O)c3cccc4cccnc34)cc2)cc1	6	7	-22	1	2	3	8	-8
O=C1c2cccc3c(Nc4ccccc4Cl)c([N+](=O)[O-])cc(c23)C(=O)N1CCO	.	-9	-22	-1	-4	.	.	.
COc1ccc(S(=O)(=O)Nc2ccc3c(c2)C(=O)N([C@@H](C)CO)C[C@H](C)[C@H](CN(C)S(C)(=O)=O)OCCCC[C@@H](C)O3)cc1	-20	-5	.	-2	-14	0	7	-10
CCCC#Cc1cnc2c(c1)C(=O)N([C@@H](C)CO)C[C@H](C)[C@@H](CN(C)C(=O)NC1CCCC1)O2	-6	12	10	5	1	-2	-6	1
COc1cccc(CNC(=O)CN2C(=O)CSc3ccc(S(=O)(=O)N4CCOCC4)cc32)c1	17	-6	0	-1	3	-4	-5	-1
CC(C)Cn1c(N)c(C(=O)COC(=O)c2ccc(O)cc2O)c(=O)n(C)c1=O	.	.	-6	0	14	-1	-10	7
Nc1ccc(-c2cc3ccccc3oc2=O)cc1	9	-5	-2	-2	0	-1	-1	3

Next section:
SMILES	PAX8 reporter	PGC1a acetyl inh	C2C12 statin	Cneo AK release	ARNT-TACC3 inh	PglD DTNB	INS-1E GSIS act	LGR2 antag
COc1ccc2nc(C(F)(F)Cl)c(C#N)c(N)c2c1	-26	.	2	.	2	.	-14	2
O=C(Nc1ccc(F)c(Cl)c1)Nc1csc2ccccc12	13	0	.	1	20	-2	-24	9
CSc1ccccc1NC(=O)CN1CCN(c2ccccn2)CC1	10	-2	6	1	-3	-1	7	10
O=C(NCC(F)(F)F)c1csc([C@@H]2O[C@H](CO)[C@H](O)[C@H](O)[C@H]2O)n1	2	9	1	0	.	2	-7	-2
C[C@@H]1CN([C@@H](C)CO)C(=O)c2cc(NC(=O)c3ccncc3)ccc2O[C@@H]1CN(C)C(=O)Nc1ccc(F)cc1	-1	-3	1	-3	2	7	1	-14
C/C(=C/C(=O)N1CCN(C)CC1)C(=O)O	7	.	.	.	27	.	0	-3
O=c1c(/C=N/O)c(Nc2ccccc2)nc2ccccn12	.	4	10	0	-13	-2	53	-2
COCCN(Cc1cn(C)nc1-c1ccc(Oc2ccccc2)cc1)C(C)C	1	11	4	0	-5	-2	-5	11
Cc1nn(C)cc1NC(=O)C[C@@H]1CC[C@@H]2[C@@H](COc3ccc(NC(=O)C4CCC4)cc3C(=O)N2C)O1	-5	11	-7	.	.	.	14	-15
CNC(=O)NC(=O)CSc1nc2cc(C(=O)OC)ccc2c(=O)n1-c1ccccc1	.	11	-6	2	-6	1	.	.
C[C@H](CO)N1C[C@H](C)[C@H](CN(C)CC2CCCCC2)Oc2ccc(NC(=O)Nc3ccc(C(F)(F)F)cc3)cc2C1=O	.	12	-30	9	3	-4	-1	9
Cc1cc(C)nc(SC(C)C(=O)O)n1 (configuration not stated)	.	3	5	4	-9	0	.	.
COc1ccc(NS(=O)(=O)c2ccc(C(=O)N3CCCCCC3)cc2)cc1	17	1	-17	1	.	-3	-30	17
CCOC(=O)C1CCCN(c2c(NCCN3CCCCC3C)c(=O)c2=O)C1 (configuration not stated)	-2	-15	.	2	-2	-2	.	23
Cc1cc(SCC(=O)c2ccccc2)nc(C)n1	.	5	7	-3	6	-2	.	.
C[C@@H](O)C#Cc1ccc([C@@H]2[C@@H](CO)N3CCCCN(S(=O)(=O)Cc4ccccc4)C[C@@H]23)cc1	-42	-18	-23	-1	4	3	8	22
COc1cccc(NC(=O)CN(C)C(=O)/C=C/c2ccc3ccccc3n2)c1	43	-8	-3	0	0	-1	2	1
Cc1[nH]c2ccccc2c1C(=O)CSC(=S)N1CCN(C)CC1	-37	11	.	-11	-7	2	.	.
COc1ccc(CCNC(=O)c2ccc3c(c2)SC2=NS(=O)(=O)CCN23)cc1	-5	-3	.	-1	-5	1	3	1
CN(C)CCCN(C(=O)c1ccc2c(c1)CCCC2)c1nc2c(F)cccc2s1	-2	.	.	1	15	-1	0	-20
CCN(Cc1ccccc1)S(=O)(=O)c1c(N)n(C)c(=O)n(C)c1=O	6	.	-5	0	14	1	21	-1
Cc1cc(NC(=O)c2ccc(F)cc2F)n(-c2nc3ccccc3[nH]2)n1	.	-3	-20	-8	-12	6	0	2
COc1ccc(N2C(=O)N3[C@H](c4ccc(Cl)cc4)[C@@H]4C(=O)N(C5CCCCC5)C(=O)[C@@H]4[C@]3(Cc3ccc(Cl)cc3)C2=O)cc1	-20	0	8	7	4	1	-7	-7
COc1ccc(Nc2nc(N)nc(CN3CCN(c4ccc(F)cc4)CC3)n2)cc1	29	8	-6	-2	39	1	-25	-3
CN(CCC#N)Cc1cc(=O)oc2ccc3ccccc3c12	8	.	.	.	2	.	-5	-5
CN(C)/C=C1\C(=O)ON=C1c1ccccc1	8	.	.	.	0	.	-15	10
COc1cccc(C(=O)NCCCNC(=O)c2ccccn2)c1	8	.	1	3	-1	3	15	6
COC(=O)c1ccccc1NC1OC(=O)c2ccccc21 (configuration not stated)	.	10	8	-1	0	-3	1	.
